CHT block – human CHT choline transport inhibition | CHT-expressing cells, membrane potential dye, choline response; stronger effect = lower value | Q9GZV3 | B-score at 10 µM | 310,000 tested, 0.86% active;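 active = B-score over 3 SD under the library average, and starting fluorescence ratio not unusually high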;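 note: choline stimulus applied at its EC90 after an EC20 pre-addition; B-score computed on integrated fluorescence ratio after choline addition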
Target sequence (Q9GZV3 whole entry, looked up): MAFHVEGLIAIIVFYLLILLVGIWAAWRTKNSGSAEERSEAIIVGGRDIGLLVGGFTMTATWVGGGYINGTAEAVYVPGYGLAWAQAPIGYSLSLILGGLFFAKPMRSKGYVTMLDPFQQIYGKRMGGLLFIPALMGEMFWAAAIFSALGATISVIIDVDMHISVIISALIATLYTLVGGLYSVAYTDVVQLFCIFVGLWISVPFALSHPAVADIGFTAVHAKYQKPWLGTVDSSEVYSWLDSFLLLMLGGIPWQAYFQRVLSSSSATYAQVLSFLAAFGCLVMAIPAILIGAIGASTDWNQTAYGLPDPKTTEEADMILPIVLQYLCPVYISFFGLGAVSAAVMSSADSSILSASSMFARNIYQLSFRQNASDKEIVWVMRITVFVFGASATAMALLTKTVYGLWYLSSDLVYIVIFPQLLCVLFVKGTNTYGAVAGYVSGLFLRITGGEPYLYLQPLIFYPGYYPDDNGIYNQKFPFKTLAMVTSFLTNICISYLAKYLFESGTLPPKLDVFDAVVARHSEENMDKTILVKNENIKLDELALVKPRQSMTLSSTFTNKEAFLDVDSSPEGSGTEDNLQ
KCNQ2 block – KCNQ2 channel blockers in CHO-K1 cells – cell-based, FluxOR thallium flux, B-score, primary screen (AID 2156); 20 min; stronger effect = lower value; B-score at 10 µM; O88943; 310,000 tested, 1.1% active;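 active = fluorescence ratio B-score at most minus 3 library SDs, with starting brightness B-score within 2 library SDs, cut at about -5.5 in these data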
An asterisk follows results filed as active; i = inactive; . = not tested or not shown. Hits appear at their usual frequency; 1.9% or so of the library scored in one or more.

CHT block | KCNQ2 block | canonical_smiles
i | i | CC(O)CNc1nc2c(c(=O)n(Cc3ccc(Cl)cc3)c(=O)n2C)n1C (stereo unspecified)
i | i | O=S(=O)(Nc1ccc(Cl)cc1)c1cccc2nsnc12
i | i | COc1cccc(Oc2ccc(S(=O)(=O)N3CCCC3)cc2[N+](=O)[O-])c1
i | i | Cc1ccc(N2CC(C(=O)N3CCC(C(=O)Nc4nnc(C(C)C)s4)CC3)CC2=O)cc1 (stereo unspecified)
i | i | COc1cccc(/C=N/NC(=O)CCn2cnc3ccccc32)c1
i | i | COc1ccc(S(=O)(=O)N2CCCCCC2)cc1C(=O)OCC(=O)NC(N)=O
i | i | CCOC(=O)c1ccccc1NC(=O)COc1ccccc1
i | i | CCO/C(=C/c1sc2ccc(OC)cc2[n+]1CCCS(=O)(=O)[O-])CC
i | i | CCOC(=O)N1CCc2c(sc(NC(=O)C3=COCCO3)c2C(N)=O)C1
i | i | Cc1ccc(S(=O)(=O)N(C)C)cc1-n1c(SCC(=O)N(C)C)nc2ccccc2c1=O
i | i | Cc1nn(-c2ccccc2)c2sc(C(=O)N3CCCCC3)cc12
. | i | COC(=O)c1cccc(NC(=O)NC2CCCN2S(=O)(=O)c2ccc(Cl)cc2)c1 (stereo unspecified)

CHT block | KCNQ2 block | canonical_smiles
i | i | CCCC1(CCC)NC(=O)N(CC(=O)Nc2ccccc2OC)C1=O
i | i | CC(C)(C)OC(=O)NCCCCCc1nnc(SCc2c(F)cccc2Cl)o1
i | i | COc1ccc(OC)c(NC(=O)CN2CCC(NC(=O)c3ccccc3C)CC2)c1
i | i | COc1ccc(CN(C(=O)c2snc(C(N)=O)c2N)C(C)C(=O)NCc2ccc(F)cc2)cc1 (stereo unspecified)
i | i | CC(=O)c1ccc2c(c1)CC(C)C(=O)N2C (stereo unspecified)
i | i | C=CCn1c(Cc2cccs2)nnc1SC/C=C/c1ccccc1
i | i | COc1cccc(NC(=O)c2ccc3c(c2)N(C)CCS3)c1
i | . | CCOC(=O)c1nn(-c2ccccc2)c(=O)c2c(N)scc12
i | i | CC1OC(Oc2ccc3ccc(=O)oc3c2-c2c(O)ccc3cc(Oc4ccc5ccc(=O)oc5c4)c(=O)oc23)C(O)C(O)C1O (stereo unspecified)
-12.8* | i | O=c1cc(-c2ccccc2Cl)oc2c([N+](=O)[O-])c(O)cc(O)c12
i | i | O=C(O)c1ccc(N/N=C/c2ccc(C(F)(F)F)cc2)cc1
i | i | O=C(Cc1c[nH]c2ccccc12)OCC(=O)c1ccccc1

Part of the list above, field by field.
SMILES: CCOC(=O)c1nn(-c2ccccc2)c(=O)c2c(N)scc12
  CHT block: i	KCNQ2 block: .

SMILES: O=C(O)c1ccc(N/N=C/c2ccc(C(F)(F)F)cc2)cc1
  CHT block: i	KCNQ2 block: i

SMILES: CC1OC(Oc2ccc3ccc(=O)oc3c2-c2c(O)ccc3cc(Oc4ccc5ccc(=O)oc5c4)c(=O)oc23)C(O)C(O)C1O (stereo unspecified)
  CHT block: i	KCNQ2 block: i

SMILES: COc1ccc(OC)c(NC(=O)CN2CCC(NC(=O)c3ccccc3C)CC2)c1
  CHT block: i	KCNQ2 block: i

Carrying on.
CHT block | KCNQ2 block | canonical_smiles
i | i | CCOc1ccc2nc(NC(=O)Cc3cccs3)sc2c1
i | i | CCCCn1nc(C(=O)N2CCc3ccccc32)c2ccccc2c1=O
i | i | CCOC(=O)COc1c(Cl)cc(/C=C2\N=C(C)OC2=O)cc1OC
i | i | COc1ccc(-c2noc(CCC(=O)NCCN(C)Cc3ccccc3)n2)cc1
i | i | CN(Cc1cccc(Cl)c1)C(=O)C1CCC(=O)N(C2CC2)C1 (stereo unspecified)
i | i | O=C(COc1ccc(Cl)cc1)N(Cc1ccccc1)c1nc(-c2ccccc2)cs1
i | i | CCn1c(COc2ccccc2C)nnc1SCC(=O)Nc1cc(C)on1
i | i | COc1ccc(/C=C(\NC(=O)c2ccc(C)cc2)C(=O)NCCCn2ccnc2)cc1OC
i | i | CCC(=O)NCCCCNC(=O)CC
i | i | Cc1ccsc1C1C(C(=O)O)c2ccccc2C(=O)N1C (stereo unspecified)
i | i | CCCCCCC(C)NC(=S)Nc1cc(S(=O)(=O)N(C)C)ccc1C (stereo unspecified)
i | i | FC(F)(F)c1ccc(-c2csc(-c3ccno3)n2)cc1

CHT block | KCNQ2 block | canonical_smiles
i | i | CCOC(=O)c1cc(-c2ccccc2)sc1NC(=O)CCN1C(=O)c2ccccc2C1=O
i | i | O=C(c1ccco1)N1CCc2[nH]nc(-c3ccc(Cl)cc3)c2C1
i | i | Cc1ccc(-c2noc(CCC(=O)NCCN3CCc4ccccc4C3)n2)cc1
i | i | COc1ccc(N(CC(=O)NC2CCCC2)C(=O)Cn2nnc(-c3ccc(OC)c(OC)c3)n2)c(OC)c1
i | i | COc1ccc(-c2nn(-c3ccccc3)cc2/C=C2/SC(=S)N(CCC(=O)O)C2=O)c(C)c1
i | i | CN(C(=O)C1CCOC1)c1nnc(-c2ccccn2)s1 (stereo unspecified)
. | i | CCC(=O)N1CC2(CC(c3cccc(NC(=O)COc4ccc(Cl)cc4)c3)=NO2)C[C@@H]1C(N)=O (stereo partly specified)
i | i | O=C1CCC(O)CCN1CCSc1ccccc1 (stereo unspecified)
i | i | O=C(COc1ccccc1)Nc1ccccc1N1CCN(c2ccc(F)cc2)CC1
i | . | Cc1cn([C@H](C(=O)NCCCCCCCCCCC(=O)N2CCNCC2)[C@@H](C)O)nn1
i | i | O=C(c1ccc(COc2ccccc2Br)o1)N1N=C(C(F)F)CC1(O)C(F)F (stereo unspecified)
i | i | CC(=O)NCCc1ccc(C(=O)Cn2cnc3ccccc3c2=O)cc1

CHT block | KCNQ2 block | canonical_smiles
i | i | COC(=O)c1cc(C(=O)OC)n(Cc2ccc(Br)cc2)n1
-8.92* | i | O=C(O)c1cnn(-c2nc(-c3ccc(Br)cc3)cs2)c1C(F)(F)F
i | i | N/C(=N/OC(=O)c1ccccc1F)c1nonc1N
i | i | CCN(Cc1ccccc1)C(=O)c1ccc(CS(=O)c2ccccc2C)o1 (stereo unspecified)
i | i | CCCn1nnnc1NCc1cccc(OC)c1OCC
i | i | CC(NC(=O)Nc1ccc2c(c1)OCO2)C1CCCO1 (stereo unspecified)
i | i | O=C(NCCS(=O)(=O)N1CCN(c2ccccc2)CC1)c1cccc(F)c1
i | i | Cc1noc(C)c1S(=O)(=O)NCCN1CCN(c2ccccc2)CC1
i | i | Cc1cc(Cl)c(S(=O)(=O)N2CC(C)OC(C)C2)cc1OCC(N)=O (stereo unspecified)
. | i | COC(C[C@H]1O[C@H]1[C@@H](O)[C@@H](C)OCc1ccccc1)OC
i | i | O=[N+]([O-])c1cc([N+](=O)[O-])c(Oc2c(F)cc(F)cc2F)cc1NN1CCCCC1
i | i | COc1ccccc1C(=O)C1CCCN(C(=O)c2cccnc2SC)C1 (stereo unspecified)

CHT block | KCNQ2 block | canonical_smiles
i | i | O=C(c1ccccc1)c1cccn1CC(=O)N1CCCCCC1
i | i | Nc1c(C(=O)O)sc2nc(-c3ccccc3)cc(-c3ccc(F)cc3)c12
i | i | Cc1occc1C(=O)NCc1ccc2c(c1)OCO2
i | i | Cc1ccc(OCc2nnc(SCC(=O)Nc3ccc4c(c3)OCCO4)n2Cc2ccco2)cc1
i | i | Cc1ccccc1C1CC(c2cccs2)Nc2nnnn21 (stereo unspecified)
i | i | O=C(NN1CCOCC1)c1cc(-c2ccc(Cl)c(Cl)c2)nc2ccccc12
i | i | O=C(Nc1cc(Cl)ccc1O)c1snnc1-c1ccccc1
i | i | CCN(CC)S(=O)(=O)c1ccc(S(=O)(=O)Nc2cc3c(cc2C(C)=O)OCO3)cc1
i | . | CCN(CC)S(=O)(=O)c1ccc2[nH]cc(C(=O)NCCN3CCCCC3C)c(=O)c2c1 (stereo unspecified)
i | i | O=C(Nc1nnc(SCc2ccc(Cl)cc2)s1)C1CC(=O)N(Cc2ccccc2)C1 (stereo unspecified)
i | i | COc1ccc(Cc2nnc(NC(=O)C3CCN(C(=O)c4ccco4)CC3)s2)cc1
i | i | CCOc1cc2c(C)cc(=O)oc2cc1Cl

CHT block | KCNQ2 block | canonical_smiles
i | i | CC(C)C(=O)Nc1nc(-c2ccccc2)ns1
. | i | Cc1cc(C(=O)N/N=C/c2ccc(O)c(O)c2O)c(C)n1-c1ccccc1
i | i | CCn1cc(S(=O)(=O)Nc2cc(C(=O)OC)ccc2C)cn1
i | i | COc1cc2c(cc1OC)C(C)N(C(=O)c1sc(-c3cnccn3)nc1C)CC2 (stereo unspecified)
i | i | CCOc1ccc(NC(=O)c2ccccc2SC)cc1
i | i | CCNC(=O)NC(=O)CSc1nnc(-c2c[nH]c3ccccc23)o1
i | i | COc1ccc(CC(=O)Nc2cc(C)c3c(=O)oc4ccccc4c3n2)cc1
i | i | C/C(=N\NC(=O)OC(C)(C)C)c1cccc([N+](=O)[O-])c1
i | i | Cc1cc(C)cc(NC(=S)N2CCN(S(=O)(=O)c3ccccc3)CC2)c1
i | i | O=[N+]([O-])c1cc2c(cc1CN1CCN(c3ccc(F)cc3)CC1)OCO2
i | i | CC(O)C(NC=C1C(=O)OC(C)(C)OC1=O)C(=O)O (stereo unspecified)
i | i | O=C(NCc1ccccc1)C1C(=O)N(Cc2ccccc2)C(=O)C1C1(O)CCCC1 (stereo unspecified)

Another view of some results above.
Fields – CHT block, KCNQ2 block
> CCOc1cc2c(C)cc(=O)oc2cc1Cl
  i, i
> CC(C)C(=O)Nc1nc(-c2ccccc2)ns1
  i, i
> Cc1cc(C(=O)N/N=C/c2ccc(O)c(O)c2O)c(C)n1-c1ccccc1
  ., i
> CCn1cc(S(=O)(=O)Nc2cc(C(=O)OC)ccc2C)cn1
  i, i
> COc1cc2c(cc1OC)C(C)N(C(=O)c1sc(-c3cnccn3)nc1C)CC2 (stereo unspecified)
  i, i

More records
CHT block | KCNQ2 block | canonical_smiles
i | i | CCN1C(=O)c2ccc(C(=O)O)cc2C1=O
i | i | Cc1ccc(C(=O)NCCc2nnc3ccc(SCC(=O)Nc4ccc(C)cc4C)nn23)cc1
i | i | S=c1[nH]nc(-c2cccs2)n1/N=C/c1c(Cl)cccc1Cl
i | i | CC(C)CN(C#N)c1nc(N2CCOCC2)nc(N2CCOCC2)n1
i | i | N#C/C(=C\Nc1ccc(Cl)cn1)S(=O)(=O)c1ccccn1
i | i | O=C1NC[C@H](c2ccccc2)N(CCC23CC4CC(CC(C4)C2)C3)C1=O
i | i | COc1ccc(-c2cn(-c3ccc(C)cc3C)c(=S)[nH]2)cc1OC
i | i | CCOC(=O)C1CCN(CCCSc2ccccc2)CC1
i | i | CC1SCC(NC(=O)c2ccccc2Cl)CS1 (stereo unspecified)
i | i | O=C(Cn1nnc2c(cnn2-c2ccccc2)c1=O)N1CCN(c2ccccc2F)CC1
i | i | Cc1ccc(N2C(=O)CC(NNc3nc4ccccc4s3)C2=O)cc1 (stereo unspecified)
i | i | COC(=O)[C@H](C)NC(=O)NCc1ccccc1

CHT block | KCNQ2 block | canonical_smiles
i | i | O=[N+]([O-])c1nn(-c2ccc3c(c2)OCCO3)n(O)c1=NCCC1=CCCCC1
. | i | COc1ccc(S(=O)(=O)N2CCN(CC(=O)Nc3ccc(C)c(F)c3)CC2)cc1
i | i | CCC(=O)N1CCN(c2nc(CC)nc3sc4c(c23)CCCC4)CC1
i | i | Cc1cc(C(=O)CSc2ncn[nH]2)c(C)n1-c1cccc(S(=O)(=O)N2CCOCC2)c1
i | i | COc1ccc(OC)c(NC(=O)Nc2cc(NC(=O)Nc3cc(OC)ccc3OC)c(C)nc2C)c1
i | i | CS(=O)(=O)c1nc(S(=O)(=O)c2ccc(Cl)cc2)c(N2CCC(C(N)=O)CC2)s1
i | i | CCN(CC(=O)Nc1ccccc1Br)C1CCCCC1
i | i | COc1ccc(Nc2nc(-c3ccccc3)nc3ccccc23)cc1S(=O)(=O)N1CCOCC1
i | i | O=C(NC1CCCCC1)N1CCCCCC1
i | i | CCc1ccc(NC(=O)c2ccc(F)c(S(=O)(=O)NCC3COc4ccccc4O3)c2)cc1 (stereo unspecified)
i | i | O=C(COc1ccc2ccc(=O)oc2c1)Nc1cccnc1
i | i | CCCSc1nnc(-c2c[nH]c3ccccc23)n1CC

CHT block | KCNQ2 block | canonical_smiles
i | i | CN(C)CCNc1oc(-c2cccc(Cl)c2)nc1C#N
i | i | CCCCCCCCS(=O)CCC(=O)O (stereo unspecified)
i | i | Cc1occc1-c1nnc(SCC(=O)N2c3ccccc3CCc3ccccc32)n1C
i | i | Cc1cccc(NC(=S)N/C(=N/S(=O)(=O)c2ccccc2)c2ccccc2)c1
i | i | CN(CCCCCCN(C)Cc1ccccc1O)Cc1ccccc1O
i | i | NS(=O)(=O)c1ccc(NC(=O)COC(=O)CNC(=O)C23CC4CC(CC(C4)C2)C3)cc1
i | i | CCc1ccc(NC(=O)NNC(=O)CCc2ccccc2)cc1
i | i | COC(=O)c1c(C(=O)OC)c(-c2ccc(OC)cc2)n2c1CS(=O)(=O)C2
i | i | CC1Cn2c(nnc2-c2cccs2)S1 (stereo unspecified)
i | i | CCCCc1ccc(NC2=NCC(=O)N2CCc2ccccc2)cc1
i | i | Cc1nc(SCC(=O)Nc2ccccn2)n[nH]1
i | i | COc1ccc(CCN2C(=O)N(c3ccc(OC)cc3)C(=O)C2CC(=O)Nc2ccccc2)cc1 (stereo unspecified)

CHT block | KCNQ2 block | canonical_smiles
i | . | CS(=O)(=O)N(CC(=O)O)c1cc(C(F)(F)F)ccc1Cl
i | i | COc1cc(C2NC(=O)N(C)C3=C2C(=O)CCC3)cc(OC)c1OC (stereo unspecified)
i | i | CCOC(=O)c1nnn(-c2nonc2N)c1CSc1ccccn1
i | i | CCOC(=O)N1CCN(C(=O)c2oc3ccc(S(=O)(=O)N(CC)CC)cc3c2C)CC1
i | i | O=[N+]([O-])c1cnn(-c2nc(-c3cccs3)cc(C(F)(F)F)n2)c1

Assay outcomes as filed in PubChem BioAssay.
